FUS suppressor – qHTS for Suppressors of FUS Proteinopathy: Primary screen using FUS-linked yeast assay; S. cerevisiae FUS-expressing, growth rescue, OD600, 24 h; 0.24% of 390,000 active; Potency, µM (titrated, usually from 76.6 µM), for the others: at the top dose growth rescue (activation), actives largely listed as activators; AID 1347120, 2019;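 further: potency means the concentration at half of the fitted maximal effect; plate controls were DMSO vehicle for no effect and reference control for full effect; nearly all actives have a fitted effect of over 55% in size; some results filed as inactive show a strong effect at the top dose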
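Absorbance at 600 nm, taken 24hr after compound addition, measured rescue of FUS-yeast growth at 30C. Induction used 2% galactose with seeding at OD 0.005. Controls: CP55940 from 92uM final, DMSO only.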
Akt phos inh – HTS Assay for Inhibitors of Akt Phophorylation: Primary Screen; Neuro2A IGF-stimulated pAkt S473 HTRF, 20 min; active compounds read low; activity change, % for hits at 50 µM; 0.32% of 360,000 active; in the data active means activity change below about -80%; inconclusive means mostly about -51% to -80%; further: on the % scale 0 is the no-effect control and ±100 the full control effect
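Neuro2A cells in DMEM with 0.5% FBS, overnight at 37 deg C, given compound at single 50 µM final, then IGF (6 nM final) for 20 min at 37 deg C. Lysed; phospho-Akt Ser473 by HTRF after 24 h, 665/615 ratio.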
PTHR1 ag – qHTS for PTHR1 Agonists: Primary Screen. Parathyroid hormone/parathyroid hormone-related peptide receptor (Homo sapiens), Q03431. HEK293 GP2 PTHR1 cells, GloSensor cAMP luminescence, 1 h. Potency, µM (series often up to 115 µM), inactives show at the top dose activation, actives largely listed as activators. 0.075% of 410,000 active; further: potency means the concentration at half of the fitted maximal effect; nearly all actives have a fitted effect of over 55% in size; some results filed as inactive show a strong effect at the top dose; inactives centre near -15; many of its hits are not listed in these tables
Target sequence (Q03431 whole entry, looked up): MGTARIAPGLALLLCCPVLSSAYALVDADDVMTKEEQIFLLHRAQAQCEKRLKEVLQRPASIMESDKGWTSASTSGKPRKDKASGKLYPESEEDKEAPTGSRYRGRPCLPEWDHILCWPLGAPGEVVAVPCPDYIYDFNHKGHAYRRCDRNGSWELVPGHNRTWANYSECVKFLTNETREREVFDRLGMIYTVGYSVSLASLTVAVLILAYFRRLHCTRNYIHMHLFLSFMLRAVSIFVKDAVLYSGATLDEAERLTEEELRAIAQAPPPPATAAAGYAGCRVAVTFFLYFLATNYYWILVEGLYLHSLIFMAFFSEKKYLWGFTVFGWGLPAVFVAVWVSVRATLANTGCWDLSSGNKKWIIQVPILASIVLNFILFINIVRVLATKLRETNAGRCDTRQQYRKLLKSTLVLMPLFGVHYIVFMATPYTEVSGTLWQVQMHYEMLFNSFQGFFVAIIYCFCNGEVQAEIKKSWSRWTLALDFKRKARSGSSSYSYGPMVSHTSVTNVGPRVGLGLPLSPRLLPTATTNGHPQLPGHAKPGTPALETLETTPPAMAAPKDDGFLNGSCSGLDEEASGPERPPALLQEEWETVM
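HEK-293-derived GP2 cells expressing PTHR1 and a GloSensor cAMP reporter, 3,000/well, plated overnight, given luciferin plus IBMX (each 0.5 mM as added) for 1 h at 37 °C, then compound for 1 h at 37 °C. Luminescence was read after 15 min at room temperature.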
GLP1R ag – qHTS of GLP-1 Receptor Agonists | HEK293 GLP-1R CRE-luciferase, luminescence, 4-6 h; cells express a hypersensitive GLP-1R form | 0.007% of 380,000 active | Glucagon-like peptide 1 receptor (Homo sapiens), P43220 | Potency, µM (series often up to 45.6 µM), inactives show top-dose activation, most hits filed as activators; further: potency means the concentration at half of the fitted maximal effect; % of control where 0% means no effect
aSyn rescue – qHTS of alpha-syn Inhibitors. AID 652106, 2013. 0.14% of 370,000 active. Potency, µM (top dose mostly 46.1 µM), without a hit: at the top dose growth rescue (activation), most hits filed as activators. Yeast expressing alpha-synuclein, growth rescue, BacTiter-Glo, 24 h; further: potency means the concentration at half of the fitted maximal effect; % of control where 0% means no effect; nearly all actives have a fitted effect of over 65% in size
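Galactose-induced alpha-syn yeast (OD600=0.02, raffinose-pregrown) + pinned cpd, 24 hr, 30 deg C; growth by BacTiter-Glo luminescence. Growth restoration scores as activation.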
GLP-1R inv ag – qHTS of GLP-1 Receptor Inverse Agonists (Inhibition Mode); AID 624417, 2012; Glucagon-like peptide 1 receptor (Homo sapiens), P43220; HEK293 GLP-1R CRE-luciferase, luminescence, 24 h; GLP-1R form is constitutively active; Potency, µM (doses to about 38.3 µM), inactives show at the highest dose activity change, negative = inhibition, usual class: inhibitors; 1.6% of 410,000 active; further: potency means the concentration at half of the fitted maximal effect; on the % scale 0 is the no-effect control and ±100 the full control effect; nearly all actives have a fitted effect of over 55% in size
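qHTS in 1536-well format: reporter HEK293 cells expressing constitutive GLP-1R activity in DMEM + 10% Nu serum, 24 hr with compounds at 37 deg C, luminescence read after 12 min with detection reagent.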
TDP43 rescue – qHTS of TDP-43 Inhibitors; AID 652104, 2013; TDP-43 expressing yeast growth rescue, BacTiter-Glo, 24 h; 1.8% of 410,000 active; Potency, µM (highest dose often 46.1 µM), for the others: at the highest dose growth rescue (activation), actives largely listed as activators; further: potency means the concentration at half of the fitted maximal effect; % of control where 0% means no effect; nearly all actives have a fitted effect of over 50% in size
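In this qHTS, compounds that restore growth of yeast expressing TDP-43 appear as activators. Cells (OD600=0.02, galactose medium, raffinose-pregrown) are incubated with compound 24 hr at 30 deg C and growth is quantified by BacTiter-Glo.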
D3 antag – qHTS of D3 Dopamine Receptor Antagonist: qHTS; D3R cells, DiscoveRx beta-arrestin luminescence, antagonist mode; active compounds read low; max response, negative = inhibition, %; 2.5% of 360,000 active; AID 652054, 2013; in the data active means max response below about -50%; inconclusive means no clear call, values can overlap the other calls; further: on the % scale 0 is the no-effect control and ±100 the full control effect; mostly tested at two doses, the higher about 12 µM
Target sequence (P35462 whole entry, looked up): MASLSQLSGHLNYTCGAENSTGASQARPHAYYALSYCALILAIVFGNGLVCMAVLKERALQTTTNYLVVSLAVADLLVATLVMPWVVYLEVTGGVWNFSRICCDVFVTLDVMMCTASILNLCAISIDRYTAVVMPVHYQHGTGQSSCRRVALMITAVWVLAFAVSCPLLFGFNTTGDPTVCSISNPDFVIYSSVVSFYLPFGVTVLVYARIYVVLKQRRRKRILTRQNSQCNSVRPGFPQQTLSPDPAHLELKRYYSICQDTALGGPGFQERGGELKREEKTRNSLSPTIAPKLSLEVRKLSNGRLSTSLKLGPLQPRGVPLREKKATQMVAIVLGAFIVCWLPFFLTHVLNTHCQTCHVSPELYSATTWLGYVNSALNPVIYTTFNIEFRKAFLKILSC
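Cells expressing the human receptor were seeded at 1500 cells/well, incubated overnight at 37 degrees C in 5% CO2, then exposed to library compounds with dopamine controls for 90 minutes at 37 degrees C before luminescent detection.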
Abeta yeast res – qHTS for compounds that reverse cellular toxicity of Amyloid beta (A-beta) peptide in yeast: Primary Screen. 0.063% of 410,000 active. AID 1347071, 2019. Potency, µM (highest dose often 46.1 µM), without a hit: top-dose growth rescue, usual class: activators. yeast expressing A-beta42, growth rescue, OD600, 48 h; response scale: 0% DMSO, 100% iron-clioquinol control; further: potency means the concentration at half of the fitted maximal effect; nearly all actives have a fitted effect of over 55% in size
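Growth rescue measured by 600 nm absorbance after 48 h yeast culture at 30 C with compound. Values normalized between DMSO and an equimolar ferric chloride plus clioquinol control.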
Active calls of the source: *; i = inactive; ? = inconclusive; · = not tested or not shown; [ ] = remark or other dose. Unless noted, the call rests on the fitted dose curve; in most records, active means well fitted curve in the direction sought with a large enough effect; inconclusive means small, poorly fitted or top-dose-only effect, or another doubt; inactive means no such curve, though single readings can be large; an effect the other way counts as inactive or inconclusive.

The first 8 entries (preview)
SMILES	FUS suppressor	Akt phos inh	PTHR1 ag	GLP1R ag	aSyn rescue	GLP-1R inv ag	TDP43 rescue	D3 antag	Abeta yeast res
CCC(C(=O)Nc1ccc(C(=O)Nc2ccccc2C(=O)O)cc1)c1ccccc1 (stereo not given)	7%	i	-15%	-7%	0%	23%	-5%	35	5%
Cc1nn(-c2cccc(C(=O)O)c2)c(C)c1[N+](=O)[O-]	-6%	i	-2%	0%	-2%	-23%	2%	-20	-2%
O=S(=O)(NCCN1CCCC1)c1ccc(Cl)cc1	18%	i	-17%	-2%	3%	5%	-4%	6	6%
CCCCS(=O)(=O)N1CCCC(C(=O)NCC2CCCO2)C1 (stereo not given)	-9%	i	i	1%	1%	8%	13%	18	12%
O=C(Nc1ccccc1C(F)(F)F)C1CCN(c2nnc(-n3cccc3)s2)CC1	2%	·	i	-7%	2%	-8%	-2%	·	-10%
Cc1ccc(S(=O)(=O)N2CCC(C(=O)Nc3ccccc3N3CCCC3)CC2)c(C)c1	34%	i	-48%[inhibitor]	0%	1%	?	-15%	?	-10%
NC(N)=Nc1nc2cc([N+](=O)[O-])ccc2o1	-49%	i	-35%[inhibitor]	3%	-6%	24%	0%	-5	-8%
C#CCOCCOCCOCCNc1nc(N2CCN(C(=O)[C@H]([C@@H](C)O)n3cc(CCCCN)nn3)CC2)nc(N2CCN(C(=O)[C@H](C)n3cc(CCC(=O)O)nn3)CC2)n1	-1%	i	-7%	-4%	1%	1%	-2%	12	-14%

Main list, from the start:
SMILES	FUS suppressor	Akt phos inh	PTHR1 ag	GLP1R ag	aSyn rescue	GLP-1R inv ag	TDP43 rescue	D3 antag	Abeta yeast res
CCC(C(=O)Nc1ccc(C(=O)Nc2ccccc2C(=O)O)cc1)c1ccccc1 (stereo not given)	7%	i	-15%	-7%	0%	23%	-5%	35	5%
Cc1nn(-c2cccc(C(=O)O)c2)c(C)c1[N+](=O)[O-]	-6%	i	-2%	0%	-2%	-23%	2%	-20	-2%
O=S(=O)(NCCN1CCCC1)c1ccc(Cl)cc1	18%	i	-17%	-2%	3%	5%	-4%	6	6%
CCCCS(=O)(=O)N1CCCC(C(=O)NCC2CCCO2)C1 (stereo not given)	-9%	i	i	1%	1%	8%	13%	18	12%
O=C(Nc1ccccc1C(F)(F)F)C1CCN(c2nnc(-n3cccc3)s2)CC1	2%	·	i	-7%	2%	-8%	-2%	·	-10%
Cc1ccc(S(=O)(=O)N2CCC(C(=O)Nc3ccccc3N3CCCC3)CC2)c(C)c1	34%	i	-48%[inhibitor]	0%	1%	?	-15%	?	-10%
NC(N)=Nc1nc2cc([N+](=O)[O-])ccc2o1	-49%	i	-35%[inhibitor]	3%	-6%	24%	0%	-5	-8%
C#CCOCCOCCOCCNc1nc(N2CCN(C(=O)[C@H]([C@@H](C)O)n3cc(CCCCN)nn3)CC2)nc(N2CCN(C(=O)[C@H](C)n3cc(CCC(=O)O)nn3)CC2)n1	-1%	i	-7%	-4%	1%	1%	-2%	12	-14%
CCCNNC(=O)C(O)(c1ccccc1)c1ccccc1	-10%	i	22%	1%	1%	8%	-12%	-6	-4%
Cc1cc(Cl)ccc1OCC(=O)OCC(=O)NC1CCS(=O)(=O)C1 (stereo not given)	?	i	i	-8%	0%[1.84 µM]	20%	18%	1	5%
CCOC(=O)CNC(=O)N1CCN(S(=O)(=O)c2ccc3c(ccn3C)c2)CC1	-7%	·	?	-1%	-5%	11%	-1%	·	-15%
O=C(c1nn2c(C(F)(F)F)cc(-c3ccc(F)cc3)nc2c1Cl)N1CCOCC1	-2%	i	-4%	1%	2%	-16%	5%	10	-10%
CCc1nnc(NC(=O)CSc2nc(-c3ccc(OC)cc3)ns2)s1	-10%	i	-5%	-1%	-7%	-2%	-2%	6	15%
COc1ccc(-c2ccc(C(=O)NCCN3CCOCC3)c3occc23)c(C)c1	0%	i	?	9%	8%	?	-18%	-78*	-24%
O=C(CCn1c(=S)[nH]c2ccccc2c1=O)NCCc1ccccc1	8%	i	i	8%	-1%	4%	5%	-4	-5%
COCCCN1C(=O)C(CC(=O)NCC2CCCCC2)CC(C(=O)N(C(C)C)C(C)C)=C1C (stereo not given)	-2%	i	-11%	5%	1%	26%	-15%	-15	-10%
COc1ccc(CNC(=O)c2cccc(N(C)C)c2)cc1	30%	i	-5%[57.5 µM]	-2%	-2%	-14%	9%	5	4%
O=C(CCN1CCCCC1=O)NC1CCCN(Cc2ccc(Cl)cc2)C1 (stereo not given)	·	i	-25%	-1%	1%	-3%	19%	0	8%
CC(NC(=O)COC(=O)c1ccc(N2CCCC2=O)cc1)c1ccc(F)cc1 (stereo not given)	-21%	i	i	8%	2%	-15%	18%	-1	-9%
CCOC(=O)c1cnc2ccc(OCC)cc2c1N1CCN(c2cccc(Cl)c2)CC1	?	·	-13%	·	·	?	20µM*	·	-31%
CC1CCN(c2nc(-c3ccccc3)c(C#N)c(=O)[nH]2)CC1	10%	i	-6%[57.5 µM]	14%	2%	0%	23%	?	9%
COc1cccc(N2CCN(C(=O)c3cccnc3)CC2)c1	·	i	i	-2%	-7%	-16%	-2%	-8	17%
CCCNC(=O)C1CC(c2ccc(C(F)(F)F)cc2)=NO1 (stereo not given)	-12%	i	i	7%	0%	0%	-3%	-14	-7%
O=C(COc1ccc(Cl)cc1)OCc1cc(=O)n2nc(C3CC3)sc2n1	2%	·	i	·	·	4%	6%	·	-5%
NS(=O)(=O)c1cccc(NC(=O)COC(=O)c2cc([N+](=O)[O-])ccc2N2CCCC2)c1	32%	i	i	2%	-1%	18%	10%	6	3%
CC[n+]1c(/C=C/Nc2ccccc2)sc2ccccc21	27%	i	-87%[inhibitor]	-2%	-1%	-17%	-17%	?	7%
CC(=O)c1c(C)oc2c1cc(NS(=O)(=O)c1ccc(C(C)(C)C)cc1)c1ccccc12	?	·	-30%	·	·	11µM*	0%	·	17%
Cc1nc2ccccc2c(=O)n1N	-18%	i	-21%[57.5 µM]	-8%	-8%	2%	5%	-10	14%
O=C(NCCc1ccccn1)c1cccnc1Oc1ccc(Cl)cc1	8%	i	i	18%	3%	15%	17%	3	7%
COc1cc(-c2c(C#N)c(N)nc3c2c(C)nn3-c2ccc(C)c(C)c2)cc(OC)c1OC	33%	i	i	14%	5%	-54%	-8%	6	11%
COc1ccccc1N(C)S(=O)(=O)c1ccc(C(=O)N(C)Cc2cccc(OC)c2OC)cc1	32%	i	-5%	1%	7%	?	16%	33	7%
CCn1c(C)[n+](CC(O)COCC2CC=CCC2)c2ccccc21 (stereo not given)	5%	i	-2%[57.5 µM]	-2%	8%	0%	-14%	8	7%
Cc1c(C(=O)N2CCCC2)sc(NC(=O)c2cccs2)c1C#N	10%	i	-18%[57.5 µM]	0%	-4%	3%	-13%	-23	3%
CC1CC2(CC(C)(C(=O)CSc3n[nH]c(-c4ccccc4Cl)n3)OC2=O)C(=O)O1 (stereo not given)	2%	i	i	2%	0%	16%	-3%	?	?
FC(F)(F)c1ccccc1NC(=S)N1CCc2ccccc2C1	1%	i	-22%	9%	-2%	?	?	0	14%
CCCCN(C=O)c1c(CC)nc2c(OCc3ccc(Cl)cc3)cccn12	7%	i	-55%[inhibitor]	10%	-7%	?	13%	0	3%
Cc1ccc(C)c(-c2csc(Nc3ncccn3)n2)c1	-33%	i	-20%	-3%	-5%	5%	2%	-7	-8%
Cc1cc(=O)oc2c(CN3CC(C)OC(C)C3)c(O)c(Cl)cc12 (stereo not given)	23%	i	-41%[inhibitor]	2%	-4%	13%	-18%	6	-10%
COc1ccc(NC(=O)C2(C)CCN2Cc2csc3ccccc23)cc1OC (stereo not given)	16%	i	-53%[inhibitor]	?	0%	?	29%	51	-2%
CC(C)N(CCCNC(=O)Cn1c(=O)c2cccn2c2ccccc21)Cc1ccccc1	26%	i	-22%	-3%	3%	16%	-7%	-1	-3%
COc1cc(/C=C2\SC(=S)N(NC(=O)c3ccncc3)C2=O)ccc1O	-31%	i	-25%	-1%	-4%	9%	0%	-25	-9%
CC(=O)c1c(C)[nH]c(C(=O)OCC(=O)Nc2cc(S(=O)(=O)N3CCCCC3)ccc2C)c1C	11%	i	i	6%	-2%	-24%	2%	-4	9%
Cc1cc2c(n1-c1ccc(C(=O)NCCc3ccc(Cl)cc3)cc1)CCC(C)C2 (stereo not given)	42%	·	i	·	·	-15%	20%	·	-3%
COc1ccc(C2C(C(=O)NCc3ccccc3)=C(C)Nc3ncnn32)cc1OC (stereo not given)	12%	i	-18%[57.5 µM]	1%	6%	9%	-11%	-19	-1%
O=C1c2ccccc2S(=O)N1c1cccc(F)c1 (stereo not given)	-7%	i	i	-4%	4%	-16%	14%	-1	-29%

Screens: PubChem BioAssay, National Center for Advancing Translational Sciences (NCATS)

An excerpt; the hit share may differ from the screen's.
